AmpC inh detg – blocks E. coli AmpC beta-lactamase in detergent assay | Potency, µM (highest dose often 114 µM), for inactives: top-dose activity change, negative = inhibition, actives largely listed as inhibitors | AID 485294 | AmpC hydrolysis of nitrocefin, absorbance 480 nm, 0.01% Triton | P00811 | 0.041% of 370,000 active;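 also: potency is read from the fitted curve at half-maximal effect; 0% = no-compound wells and -100% = no-enzyme wells; nearly all actives have a fitted effect of over 25% in size; some results filed as inactive show a strong effect at the top dose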
Target sequence (P00811 whole entry, looked up): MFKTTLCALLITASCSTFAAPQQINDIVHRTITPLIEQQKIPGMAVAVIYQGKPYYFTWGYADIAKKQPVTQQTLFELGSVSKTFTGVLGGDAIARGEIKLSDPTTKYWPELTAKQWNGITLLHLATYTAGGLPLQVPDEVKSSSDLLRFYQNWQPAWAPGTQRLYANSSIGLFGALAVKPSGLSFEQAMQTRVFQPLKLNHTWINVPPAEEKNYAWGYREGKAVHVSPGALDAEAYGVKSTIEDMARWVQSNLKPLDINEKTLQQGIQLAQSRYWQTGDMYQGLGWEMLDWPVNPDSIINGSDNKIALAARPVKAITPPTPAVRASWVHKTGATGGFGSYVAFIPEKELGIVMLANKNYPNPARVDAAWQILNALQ
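AmpC (5.3 nM in the dispensed reagent) in 20 mM phosphate pH 7.0 with 0.01% (detergent screen) or 0.0001% Triton X-100 was preincubated with compounds for 15 min at room temperature. Nitrocefin was then added from an 800 uM solution, and hydrolysis was followed at 480 nm.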
Sm TGR block – inhibitors of Schistosoma mansoni thioredoxin glutathione reductase; Q962Y6; purified TGR, DTNB reduction, TNB absorbance 405 nm; Potency, µM (highest dose often 114 µM), for the others: top-dose activity change, negative = inhibition, most hits filed as inhibitors; 3% of 360,000 active; also: potency is read from the fitted curve at half-maximal effect; nearly all actives have a fitted effect of over 60% in size
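Kinetic colorimetric format: TGR-catalysed, NADPH-driven DTNB reduction monitored via TNB absorbance. Enzyme dispensed at 20 nM; compound exposure 15 min at room temperature before reaction start.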
Giardia FBPA inh – Giardia lamblia aldolase inhibition; purified Giardia FBPA; Potency, µM (series often up to 59.6 µM), for inactives: at the highest dose activity, negative = inhibition, usual class: inhibitors; A8B2U2; 0.71% of 290,000 active; also: potency is read from the fitted curve at half-maximal effect; nearly all actives have a fitted effect of over 55% in size
Target sequence (A8B2U2 whole entry, looked up): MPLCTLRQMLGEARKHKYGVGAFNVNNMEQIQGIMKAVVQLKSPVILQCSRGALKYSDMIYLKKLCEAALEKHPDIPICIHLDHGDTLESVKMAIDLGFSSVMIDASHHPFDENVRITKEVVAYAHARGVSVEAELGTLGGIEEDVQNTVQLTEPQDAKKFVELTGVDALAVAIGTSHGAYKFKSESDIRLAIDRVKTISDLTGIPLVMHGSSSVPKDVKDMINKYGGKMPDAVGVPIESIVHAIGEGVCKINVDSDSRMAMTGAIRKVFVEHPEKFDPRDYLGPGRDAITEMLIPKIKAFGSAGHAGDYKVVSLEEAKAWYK
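Giardia FBPA (40 nM reagent) was preincubated 10 min at RT with compound (up to 57.5 uM final), then substrate plus GAPDH/TPI/NAD/arsenate coupling system with diaphorase/resazurin was added; resorufin fluorescence (525/598 nm) was read after 20 min.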
AmpC no deterg – AmpC beta-lactamase inhibition without detergent. P00811. AmpC nitrocefin hydrolysis, absorbance 480 nm, 0.0001% Triton. Potency, µM (highest dose often 57.1 µM), for the others: at the highest dose activity change, negative = inhibition, most hits filed as inhibitors. 0.52% of 330,000 active;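 also: potency is read from the fitted curve at half-maximal effect; plate controls were no compound for no effect and no enzyme for full effect; nearly all actives have a fitted effect of over 20% in size; some results filed as inactive show a strong effect at the top dose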
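20 mM phosphate pH 7.0 + 0.01% (detergent screen) or 0.0001% Triton X-100; 5.3 nM AmpC reagent; cpd preinc 15 min RT; nitrocefin (800 uM stock) to start; A480 q20 s × 4 min; Activity was normalised to no-enzyme and no-compound control wells.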
HCMV antiviral – inhibitors of human cytomegalovirus. 4.5% of 410,000 active. AID 1259415. HFF cells, HCMV-luciferase reporter, 72 h; stronger effect = lower value. activity change, negative = inhibition, % at 57.5 µM; in the data active = activity change below about -60%; inconclusive = no clear call, values can overlap the other calls; inactive = above about -39%
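Steps: HFFs plated, 16 h 37C; compounds added; HCMV-luciferase added to MOI 1 PFU/cell; 72 h 37C; OneGlo reagent, 5 min room temperature; luminescence read, normalized to controls.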
HCV inh – inhibitors of hepatitis C virus infection | 3.4% of 340,000 active | Potency, µM (highest dose often 41.8 µM), for the others: at the top dose activity change, negative = inhibition, most hits filed as inhibitors | Huh7.5.1 HCVcc-Cre infection, luciferase reporter, 44 h; also: potency is read from the fitted curve at half-maximal effect
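Cells (1,000/well) were plated 4 h before compound, then infected with HCVcc-Cre virus (~0.5 moi). After 44 h further culture, infection was read as luciferase luminescence following a 15 min substrate incubation at room temperature.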
Numbers without * were called inactive; [ ] = another dose, or the depositor's remark. Unless noted, calls follow the shape of the dose curve; as a rule, active = well fitted curve in the direction sought with a large enough effect; inconclusive = small, poorly fitted or top-dose-only effect, or another doubt; inactive = no such curve, though single readings can be large; an effect the other way counts as inactive or inconclusive. Unless noted, % is scaled to controls: 0 for no effect and ±100 for the full control effect. Rows are unselected, and some 9.9% of all compounds hit somewhere here.

How did COc1cc(OC)c(-c2noc(C(=O)OC(C)(C)C)c2C(=O)OC(C)(C)C)c(OC)c1 do in these assays?
AmpC inh detg: -5%; Sm TGR block: -7%; Giardia FBPA inh: -20%; AmpC no deterg: 60%; HCMV antiviral: -27; HCV inh: -4%

Results for COc1ccc2[nH]c3c(c2c1)CCN1C(=O)C(CC(=O)NCCc2ccccn2)C[C@H](C(=O)N2CCOCC2)[C@@]31CCC1CCCC1 (stereo partly drawn) ?
AmpC no deterg: 258%[activator]; HCMV antiviral: -5; HCV inh: -3%

How did O=C(NCc1ccco1)C1CCCCN1S(=O)(=O)c1ccc(F)cc1 (stereo not drawn) do in these assays?
AmpC inh detg: -11%; Sm TGR block: inconclusive; Giardia FBPA inh: 11%; AmpC no deterg: -7%; HCMV antiviral: 0; HCV inh: 6%

What do the screens show for `CCOc1ccccc1NC(=O)c1nc2nc(C)cc(C(F)F)n2n1`?
AmpC inh detg: 5%; Sm TGR block: 7%; HCMV antiviral: inconclusive

What do the screens show for `CCn1ncc(Br)c1C(=O)Nc1sc2c(c1C(N)=O)CCC2`?
AmpC inh detg: -8%; Sm TGR block: 0%; Giardia FBPA inh: 14%; AmpC no deterg: 5%; HCMV antiviral: -25; HCV inh: -18%

Results for COc1ccccc1-n1c(-c2cn(C)nc2C)n[nH]c1=S ?
AmpC inh detg: -4%; Sm TGR block: -12%; Giardia FBPA inh: inconclusive; AmpC no deterg: -25%; HCMV antiviral: -31; HCV inh: -28%

How did Cc1ccc(NC(=O)Cn2ccn(-c3ccc(F)c(F)c3)c(=O)c2=O)cc1C do in these assays?
AmpC inh detg: 8%; Sm TGR block: 1%; HCMV antiviral: 26

Results for O=C(Cc1ccccc1)Nc1cc(Cl)ccc1Sc1ccccc1 ?
AmpC inh detg: 1%; Sm TGR block: -8%; Giardia FBPA inh: 2%; AmpC no deterg: -30%; HCMV antiviral: -3; HCV inh: inconclusive

What do the screens show for `NS(=O)(=O)c1ccc(CCNC(=O)CN2CCN(c3ccc(F)cc3)CC2)cc1`?
AmpC inh detg: -9%; Sm TGR block: -1%; Giardia FBPA inh: 8%; AmpC no deterg: -2%; HCMV antiviral: inconclusive; HCV inh: inconclusive

Results for COCC(=O)N1CCC(Oc2ccc(C(=O)N3C[C@H]4CC[C@H]3C4)cc2)CC1 ?
AmpC inh detg: -16%; Sm TGR block: -16%; Giardia FBPA inh: 4%; AmpC no deterg: -1%; HCMV antiviral: 20; HCV inh: 22%

How did CC(NS(=O)(=O)/C=C/c1ccccc1)C(=O)O (stereo not drawn) do in these assays?
AmpC inh detg: 3%; Sm TGR block: -2%; Giardia FBPA inh: 7%; AmpC no deterg: -14%; HCMV antiviral: inconclusive; HCV inh: 18%

How did CC(C)CC(NC(=O)c1ccc(C#CC(C)(C)O)s1)C(=O)O (stereo not drawn) do in these assays?
AmpC inh detg: -2%; Sm TGR block: 0%; Giardia FBPA inh: 4%; AmpC no deterg: -15%; HCMV antiviral: inconclusive; HCV inh: 18%

How did COc1ccc(C2=CC(=O)CC(c3ccccc3)C2)cc1 (stereo not drawn) do in these assays?
AmpC inh detg: 7%; Giardia FBPA inh: 5%; AmpC no deterg: 0%; HCMV antiviral: -3; HCV inh: inconclusive

Results for CC1CCN(S(=O)(=O)c2cccc(C(=O)NCc3ccco3)c2)CC1 ?
AmpC inh detg: -9%; Sm TGR block: 5%; Giardia FBPA inh: -1%; AmpC no deterg: -9%; HCMV antiviral: 4; HCV inh: 21%

Results for O=S(=O)(NCC1CCCO1)c1ccc(Br)s1 (stereo not drawn) ?
AmpC inh detg: -4%; Sm TGR block: 0%; Giardia FBPA inh: 3%; AmpC no deterg: -14%; HCMV antiviral: 27; HCV inh: 2%

How did Cc1nc2cc(NC(=O)c3ccc([N+](=O)[O-])s3)ccc2s1 do in these assays?
AmpC inh detg: 1%; Sm TGR block: -18%; AmpC no deterg: -20%; HCMV antiviral: -94*; HCV inh: inconclusive

What do the screens show for `Cc1cc(SCC(=O)c2ccccc2)n2nc(C)nc2n1`?
AmpC inh detg: 4%; Sm TGR block: 5%; Giardia FBPA inh: -29%; AmpC no deterg: -4%; HCMV antiviral: 62; HCV inh: inconclusive

What do the screens show for `COc1ccc(OCC(O)CN2CCNCC2)cc1` (stereo not drawn)?
AmpC inh detg: -10%; Sm TGR block: 1%; Giardia FBPA inh: inconclusive; AmpC no deterg: -37%; HCMV antiviral: 57; HCV inh: -16%

What do the screens show for `CS(=O)(=O)N(CC(=O)Nc1ccccc1-c1ccccc1)c1cccc(F)c1`?
AmpC inh detg: -11%; Sm TGR block: 1%[57.1 µM]; Giardia FBPA inh: -9%; AmpC no deterg: 34%; HCMV antiviral: -6; HCV inh: -9%

Results for O=S(=O)(c1cccc(Cl)c1)c1nnn2c1nc(NC1CCCC1)c1sccc12 ?
AmpC inh detg: 1%; Sm TGR block: -4%; HCMV antiviral: -23

How did CC(NC(=O)c1ccc(Cl)cc1)C1CC2CCC1C2 (stereo not drawn) do in these assays?
AmpC inh detg: -10%; Sm TGR block: -20%; Giardia FBPA inh: -16%; AmpC no deterg: -31%; HCMV antiviral: 29; HCV inh: 7%

What do the screens show for `CCC(C(=O)OCC(=O)Nc1ccc(C(N)=O)cc1)c1ccccc1` (stereo not drawn)?
AmpC inh detg: 4%; Sm TGR block: -1%; Giardia FBPA inh: 4%; AmpC no deterg: -21%; HCMV antiviral: -14; HCV inh: -20%

How did COC(=O)c1ccc(NC(=O)c2cccc(N3C(=O)C4C5C=CC(C6CC56)C4C3=O)c2)cc1 (stereo not drawn) do in these assays?
AmpC inh detg: 6%; Sm TGR block: -1%; AmpC no deterg: 42%; HCMV antiviral: -40; HCV inh: 5µM*

Results for Cc1ccc(NC(=O)COC(=O)c2ccc3c(c2)C(=O)N(CCc2ccccc2)C3=O)c(C)c1 ?
AmpC inh detg: -12%; Sm TGR block: 7%; Giardia FBPA inh: 3%; AmpC no deterg: -21%; HCMV antiviral: 24; HCV inh: 3%

Results for O=C(NCCc1ccccc1)C(=O)NCC1OCCN1S(=O)(=O)c1ccc([N+](=O)[O-])cc1 (stereo not drawn) ?
AmpC inh detg: -6%; Sm TGR block: 0%; Giardia FBPA inh: -1%; AmpC no deterg: -33%; HCMV antiviral: -4; HCV inh: 7%

How did Cc1cccc(CN2CCN(CC(=O)NCc3ccc(Cl)cc3)C2=O)c1 do in these assays?
AmpC inh detg: -2%; Sm TGR block: 1%; HCMV antiviral: -7

Results for NS(=O)(=O)c1ccc(NC(=O)c2ccc3c(c2)CCCC3)cc1 ?
AmpC inh detg: 2%; Sm TGR block: -1%; Giardia FBPA inh: -2%; AmpC no deterg: -28%; HCMV antiviral: 62; HCV inh: -20%

How did C[C@]12C=CC(=O)C=C1CC[C@@H]1[C@@H]2C(=O)C[C@@]2(C)[C@H]1CC[C@]2(O)C(=O)COC(=O)CCC(=O)O do in these assays?
AmpC inh detg: -19%; Sm TGR block: 5%; Giardia FBPA inh: 7%; AmpC no deterg: -11%; HCMV antiviral: -13; HCV inh: 3%

Results for O=C(CCc1nc2ccccc2[nH]1)NC1CCCCC1 ?
AmpC inh detg: 3%; Sm TGR block: 37%[activator]; Giardia FBPA inh: -3%; AmpC no deterg: -20%; HCMV antiviral: -11; HCV inh: 25%

How did O=C(/C=C/c1ccc[nH]1)c1ccccc1 do in these assays?
AmpC inh detg: -11%; Sm TGR block: 57%[activator]; Giardia FBPA inh: -11%; AmpC no deterg: -23%; HCMV antiviral: -10; HCV inh: 1%

An excerpt of the results above:
Results for O=C(NCCc1ccccc1)C(=O)NCC1OCCN1S(=O)(=O)c1ccc([N+](=O)[O-])cc1 (stereo not drawn) ?
AmpC inh detg: -6%; Sm TGR block: 0%; Giardia FBPA inh: -1%; AmpC no deterg: -33%; HCMV antiviral: -4; HCV inh: 7%

How did Cc1cccc(CN2CCN(CC(=O)NCc3ccc(Cl)cc3)C2=O)c1 do in these assays?
AmpC inh detg: -2%; Sm TGR block: 1%; HCMV antiviral: -7

Results for NS(=O)(=O)c1ccc(NC(=O)c2ccc3c(c2)CCCC3)cc1 ?
AmpC inh detg: 2%; Sm TGR block: -1%; Giardia FBPA inh: -2%; AmpC no deterg: -28%; HCMV antiviral: 62; HCV inh: -20%

How did C[C@]12C=CC(=O)C=C1CC[C@@H]1[C@@H]2C(=O)C[C@@]2(C)[C@H]1CC[C@]2(O)C(=O)COC(=O)CCC(=O)O do in these assays?
AmpC inh detg: -19%; Sm TGR block: 5%; Giardia FBPA inh: 7%; AmpC no deterg: -11%; HCMV antiviral: -13; HCV inh: 3%

Results for O=C(CCc1nc2ccccc2[nH]1)NC1CCCCC1 ?
AmpC inh detg: 3%; Sm TGR block: 37%[activator]; Giardia FBPA inh: -3%; AmpC no deterg: -20%; HCMV antiviral: -11; HCV inh: 25%

How did O=C(/C=C/c1ccc[nH]1)c1ccccc1 do in these assays?
AmpC inh detg: -11%; Sm TGR block: 57%[activator]; Giardia FBPA inh: -11%; AmpC no deterg: -23%; HCMV antiviral: -10; HCV inh: 1%

Carrying on.
What do the screens show for `O=S(=O)(c1ccc(Cl)cc1)N1CCN(C2CCCCCC2)CC1`?
AmpC inh detg: 9%; Sm TGR block: 18%; Giardia FBPA inh: 10%; AmpC no deterg: -17%; HCMV antiviral: -5; HCV inh: 1%

Results for Cc1ccc(C(=O)NCCc2sc(C)nc2C)cc1 ?
AmpC inh detg: 3%; Sm TGR block: 4%; Giardia FBPA inh: 2%; AmpC no deterg: -33%; HCMV antiviral: -23; HCV inh: -12%

Results for CCn1c(C)nc2cc(C(=O)n3cc(C(=O)c4cc(F)ccc4O)cn3)ccc21 ?
AmpC inh detg: 1%; Sm TGR block: 55%[activator]; Giardia FBPA inh: 6%; AmpC no deterg: -14%; HCV inh: -1%

What do the screens show for `CCn1c(=O)cc(OCC(=O)N2CCN(Cc3ccc4c(c3)OCO4)CC2)c2ccccc21`?
AmpC inh detg: 1%; Sm TGR block: 2%; Giardia FBPA inh: 1%; AmpC no deterg: 168%[activator]; HCMV antiviral: 108; HCV inh: 10%

Results for CCOc1ccc(NC(=O)c2ccc(NC(=O)C3CCCO3)cc2)cc1 (stereo not drawn) ?
AmpC inh detg: -13%; Sm TGR block: 3%; Giardia FBPA inh: -7%; AmpC no deterg: -7%; HCMV antiviral: -28; HCV inh: -28%

What do the screens show for `CC(=O)Nc1nc2cc([N+](=O)[O-])ccc2s1`?
AmpC inh detg: 3%; Sm TGR block: -2%; AmpC no deterg: -13%; HCMV antiviral: 8; HCV inh: -2%

How did COCCN(C(=O)COC(=O)c1oc2ccc(OC)cc2c1C)c1c(N)n(Cc2ccccc2)c(=O)[nH]c1=O do in these assays?
AmpC inh detg: inconclusive; Sm TGR block: -30%; AmpC no deterg: 151%[activator]; HCMV antiviral: 4; HCV inh: inconclusive

From PubChem
